OX1R antag – antagonists of human orexin 1 receptor (OX1R); O43613; OX1R-expressing cells, FRET antagonist read-out; AID 485270; 330,000 tested, 1.8% active; inhibition, % at 6.6 µM; in the data active = inhibition mostly above about 38%, no sharp cut-off; inactive = mostly below about 40%;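 note: 0% = agonist challenge alone and 100% = reference antagonist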
Target sequence (O43613 whole entry, looked up): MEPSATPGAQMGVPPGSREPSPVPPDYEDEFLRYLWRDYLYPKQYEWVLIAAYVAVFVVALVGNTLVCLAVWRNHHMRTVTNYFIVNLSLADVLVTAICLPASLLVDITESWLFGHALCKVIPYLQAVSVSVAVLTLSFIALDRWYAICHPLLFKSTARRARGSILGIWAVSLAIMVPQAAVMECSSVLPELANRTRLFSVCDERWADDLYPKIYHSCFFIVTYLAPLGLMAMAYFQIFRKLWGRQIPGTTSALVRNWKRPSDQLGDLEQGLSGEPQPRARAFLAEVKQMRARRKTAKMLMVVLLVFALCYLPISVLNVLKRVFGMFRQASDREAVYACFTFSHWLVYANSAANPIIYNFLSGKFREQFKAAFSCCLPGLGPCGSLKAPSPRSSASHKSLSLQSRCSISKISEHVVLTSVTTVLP
STK33 inh – blocks human STK33 kinase activity; Q9BYT3; purified STK33, MBP phosphorylation, ADP-Glo luminescence; inhibition, % at 10 µM; 320,000 tested, 0.073% active;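 active = inhibition at or above 25%, using the most active replicate where run in duplicate; inactive = inhibition below 25%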
Target sequence (Q9BYT3 whole entry, looked up): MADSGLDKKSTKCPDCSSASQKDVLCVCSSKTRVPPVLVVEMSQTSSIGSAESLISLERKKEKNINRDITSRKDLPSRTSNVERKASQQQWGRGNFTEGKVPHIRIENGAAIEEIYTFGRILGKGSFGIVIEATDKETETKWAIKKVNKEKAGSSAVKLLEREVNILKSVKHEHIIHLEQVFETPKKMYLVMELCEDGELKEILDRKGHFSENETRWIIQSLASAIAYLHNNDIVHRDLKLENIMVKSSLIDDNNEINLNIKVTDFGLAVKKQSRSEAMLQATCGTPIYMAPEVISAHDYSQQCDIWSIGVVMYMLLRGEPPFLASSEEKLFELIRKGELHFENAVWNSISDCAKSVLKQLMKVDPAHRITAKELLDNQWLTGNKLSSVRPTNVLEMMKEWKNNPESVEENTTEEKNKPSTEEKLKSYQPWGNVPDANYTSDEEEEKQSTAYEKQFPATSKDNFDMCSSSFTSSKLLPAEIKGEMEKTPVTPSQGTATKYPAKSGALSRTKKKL
* = called active by the depositor; x = not tested or not shown. No enrichment for hits; about 1.8% have a hit in one of these screens.

SMILES | OX1R antag | STK33 inh
COc1cc2cc(C(=O)N(C)C3CCS(=O)(=O)C3)[nH]c2cc1OC (configuration not stated) | 7.8 | -0.5
Cc1ccccc1C(=O)Nc1ccc(S(=O)(=O)N2CCOCC2)cc1 | 4.8 | -1.1
NNc1nc2sc3c(c2c(=O)[nH]1)CCc1ccccc1-3 | 30.2 | 0.6
Cn1ccnc1SCC(=O)c1ccc([N+](=O)[O-])cc1 | 33.8 | -0.1
CC(=O)c1ccc(N2C(=O)NC3(CCCCC3)C2=O)cc1 | 0.1 | -0.7
CCCc1ccc2oc(C(=O)N(Cc3nccn3C)C(C)C)c(C)c2c1 | 17.9 | -2.2
Cc1ccc(-c2sc(C)nc2CC(=O)O)cc1 | 15.0 | -0.2
CCCCn1c(CN2CCN(CCO)CC2)nc2ccccc21 | 26.9 | -1.7
O=C(N/N=C/c1ccccn1)c1cccs1 | 18.2 | -0.2
Cc1ccc(Nc2nc3c(c(=O)[nH]c(=O)n3C)n2Cc2ccc(F)cc2)cc1 | -6.2 | -0.5
COc1ccc(N=C2NN=C(c3c(C)[nH]c4ccccc34)CS2)cc1 | 32.9 | 0.6
CCN(C(=O)CSc1n[nH]c(-c2ccccc2)n1)c1c(N)n(Cc2ccccc2)c(=O)[nH]c1=O | 23.7 | -0.7
O=C(NN1C(=O)/C(=C/C=C/c2ccco2)SC1=S)c1ccccc1O | 0.2 | 0.4
O=C(O)CCC(=O)N1N=C(c2cccs2)CC1c1cn(-c2ccccc2)nc1-c1ccccc1 (configuration not stated) | 37.7 | 4.3
Cc1[nH]c2ccccc2c1-c1nc2ccccc2[nH]c1=O | 9.5 | 0.7
COc1ccccc1N(C)S(=O)(=O)c1ccc(C)c(C(=O)Nc2nccs2)c1 | 33.5 | -0.6
CCOc1ccc(CN2CCN(Cc3cccn3-c3cccnc3)CC2CCO)cc1 (configuration not stated) | 11.2 | -2.2
C=CCn1c(COc2cccc(C)c2)nnc1SC(C)C(=O)NC1CC1 (configuration not stated) | 4.8 | -0.6
CCOP(=O)(O)c1cccc(OCCOCCOc2cccc(P(=O)(O)OCC)c2)c1 | 5.1 | -0.7
Cc1cccc(C(=O)N[C@H](C(=O)NCCc2ccc(S(N)(=O)=O)cc2)C(C)C)c1 | 19.4 | 0.6
COc1ccc(C(=O)Nc2ccc(-c3nnn(CC(=O)N4CCN(C(=O)c5ccco5)CC4)n3)cc2)cc1 | 3.5 | 0.1
Cn1nc(OCC(=O)O)cc1C(F)(F)F | 13.0 | -0.9
COc1ccc(C(=O)NCCCSc2ccccc2)cc1F | 11.8 | 1.5
O=[N+]([O-])c1cc(Cl)ccc1Nc1ccccc1 | -2.8 | -0.6
CCCCNC(=S)N(C)/N=C/c1ccccc1C(=O)O | 8.3 | -0.6
CC(=O)Nc1ccc(C2Nc3cc(C)c(C)cc3NC3=C2C(=O)CC(C)(C)C3)cc1 (configuration not stated) | 46.2 | 0.1
CCc1noc(C)c1C(=O)N1CCCSC1=Nc1ccccc1 | 14.5 | -1.2
O=C(CSc1nnc(-c2cccc(S(=O)(=O)N3CCCC3)c2)n1-c1ccccc1)Nc1ccc(C(=O)O)cc1 | 8.2 | -1.3
CCCNC(=O)c1ccc(N(Cc2ccccc2)S(C)(=O)=O)cc1 | 6.7 | -0.6
O=S(=O)(c1ccccc1)N(CC(O)CN1CCOCC1)c1ccccc1 (configuration not stated) | 8.8 | 0.2
Cc1ccc(NC(=O)c2ccccc2)cc1 | 24.1 | 0.0
COc1ccc(N2CCN(C(=O)CSc3ncnc4scc(-c5ccc(C)cc5)c34)CC2)cc1 | 5.5 | -0.4
CC(C)(C)NC(=O)CC1C[C@H](C(=O)N2CCCCC2)[C@@]2(CCc3ccccc3)c3[nH]c4ccccc4c3CCN2C1=O (some centres not stated) | -0.1 | -0.1
COCCNC(=O)c1cc(S(=O)(=O)N(C)c2ccccc2OC)ccc1C | 15.2 | -0.3
CN1CCN(S(=O)(=O)c2ccc(NC(=O)c3cccc(F)c3)cc2)CC1 | -4.7 | 0.6
CCCCNC(=S)N/N=C/c1sccc1C | 4.8 | -0.7
O=C(CCSc1ccccc1)Nc1nccs1 | 7.0 | -0.8
Cc1c(C(=O)Nc2c(F)cccc2F)sc2ncnc(N3CCN(c4ccccc4)CC3)c12 | 18.2 | -0.1
C=CCn1c(=O)c2ccccc2n2c(SCC(=O)O)nnc12 | 18.5 | 0.4
Cc1cc(C)c(NC(=O)C2CCCCN2C)c(C)c1 (configuration not stated) | -1.0 | 0.0

Two neighbouring compounds out of the list so far, quoted:
SMILES | OX1R antag | STK33 inh
O=S(=O)(c1ccccc1)N(CC(O)CN1CCOCC1)c1ccccc1 (configuration not stated) | 8.8 | 0.2
Cc1ccc(NC(=O)c2ccccc2)cc1 | 24.1 | 0.0

Other compounds:
SMILES | OX1R antag | STK33 inh
CC(=NNC(=O)c1cccc(S(=O)(=O)N2CCOCC2)c1)c1ccccc1 | 4.6 | -1.4
CCOC(=O)Nc1cc(OC)c(OC)cc1Cc1nccc2cc(OC)c(OC)cc12 | 0.8 | -0.7
CC(c1n[nH]c(=S)n1-c1ccc(F)cc1)N1CCCCC1 (configuration not stated) | 0.0 | -0.5
O=C(O)c1ccccc1NC(=S)NC(=O)c1sc2ccccc2c1Cl | 8.4 | 1.9
N#Cc1ccc(C(c2nnnn2CCc2ccccc2)N2CCCCCC2)cc1 (configuration not stated) | 12.8 | -1.0
OC(CCN1CCCCC1)(c1ccccc1)C1C[C@@H]2C=C[C@H]1C2 (some centres not stated) | 8.0 | -2.8
CCCN(CCC)S(=O)(=O)c1ccc(NC(=O)C2CCCO2)cc1 (configuration not stated) | 18.0 | 0.9
COc1cc2c3c(c1)c(N=NC(N)=S)c(O)n3C(C)(C)C=C2C | 12.8 | 1.4
O=C1CCCC(O)=C1C1C2=C(CCCC2=O)Oc2ccccc21 (configuration not stated) | 14.8 | -0.6
COc1cccc(CNCc2cccc(Br)c2)c1OC | 25.4 | -1.1
CCOCCCNC(=O)CN1C(=O)COc2ccc(S(=O)(=O)N3CCOCC3)cc21 | 8.4 | x
CCc1nc(SCC(=O)Nc2ccc(C(=O)O)cc2)n[nH]1 | 18.3 | -0.4
CC(C)c1cccc(C(C)C)c1NC(=O)CNCc1ccccc1F | 20.6 | 4.4
CCn1c(C)[n+](CC)c2ccc(S(=O)(=O)N(C)C)cc21 | 11.3 | -0.4
O=C(CSc1nnc(Cc2ccccc2)o1)NCCN1C(=O)CSC1=O | 4.3 | -1.8
COCc1cc(C)nc(SCC(=O)Nc2cc3c(cc2C#N)OCO3)c1C#N | 51.3 | 0.5
O=C1NCCCC1C(=O)N1CCCCC1 (configuration not stated) | 7.9 | 0.1
Cc1nn(C)cc1CNC(=O)/C=C/c1cnn(C)c1 | 7.5 | -0.1
COCCNC(=O)C12CC3CC(CC(Cl)(C3)C1)C2 | 0.3 | -1.4
CN(C)CCCN(CCCN(C)C)C(=S)Nc1ccc(S(=O)(=O)N2CCOCC2)cc1 | 6.5 | -0.3

A different layout for 5 compounds above:
molecule	OX1R antag	STK33 inh
CCOCCCNC(=O)CN1C(=O)COc2ccc(S(=O)(=O)N3CCOCC3)cc21	8.4	x
CCc1nc(SCC(=O)Nc2ccc(C(=O)O)cc2)n[nH]1	18.3	-0.4
CC(C)c1cccc(C(C)C)c1NC(=O)CNCc1ccccc1F	20.6	4.4
CCn1c(C)[n+](CC)c2ccc(S(=O)(=O)N(C)C)cc21	11.3	-0.4
O=C(CSc1nnc(Cc2ccccc2)o1)NCCN1C(=O)CSC1=O	4.3	-1.8

Further structures follow.
SMILES | OX1R antag | STK33 inh
CCN(CC)S(=O)(=O)c1ccc(O)c(C(=O)OCC(=O)NC23CC4CC(CC(C4)C2)C3)c1 | 11.9 | -2.3
Oc1ccc2ccccc2c1/C=N/c1nc2c(s1)CCCC2 | 23.7 | -0.9
O=[N+]([O-])c1ccc2nc(Cl)nc(-c3ccccc3)c2c1 | x | -1.9
O=C(NCc1ccc(Cl)cc1)c1ccccc1CCc1ccccc1 | 32.5 | -1.8
COc1cccc(/C=N/NC(=O)c2cccs2)c1 | 24.8 | 3.4
CC(C)N1CCN(c2ccncc2S(=O)(=O)N2CCOCC2)CC1 | 25.4 | -0.6
CCCCN(CC)CCCNC(=O)c1csc2c1CCCCC2 | 5.0 | -1.8
CCCN(CC(=O)Nc1ccccc1C)C(=O)c1ccc(=O)n(Cc2ccccc2)n1 | 15.7 | -0.4
CCN(CC)S(=O)(=O)c1ccc(NCCCn2ccnc2)c([N+](=O)[O-])c1 | 4.0 | -0.6
CC(=O)c1ccc(-n2c(CCC(=O)O)ccc2-c2ccc(C)cc2)cc1 | 3.1 | -0.5
COc1c2ccoc2cc2oc(=O)ccc12 | 7.7 | x
COc1ccc(NS(=O)(=O)c2cc(NC(=O)c3ccco3)ccc2N2CCCCC2)cc1 | 35.5 | -0.3
CC(C)Oc1ccc(/C=C/C(=O)NCC2COc3ccccc3O2)cc1 (configuration not stated) | 11.5 | -1.3
O=c1[nH]cc(COCC(F)CCl)c(=O)[nH]1 (configuration not stated) | 6.6 | -3.0
Cn1c(=O)c2c(nc(Br)n2Cc2ccc3ccccc3c2)n(C)c1=O | 12.0 | 1.1
O=c1c(-c2ccccc2)c[nH]n1-c1cccc([N+](=O)[O-])c1 | 7.9 | -0.4
Cc1cc(=O)[nH]c(SCC(=O)Nc2ccnc3ccccc23)n1 | 11.1 | -1.2
COc1ccc2c(c1)c(C(=O)N1CCN(C)CC1)c(C)n2-c1ccccc1 | 0.7 | 0.9
COCCOC(=O)c1c(NC(=O)CNc2ccc(C)c(F)c2)sc(C(N)=O)c1C | 20.1 | -0.4
O=C(Nc1ccc(N2CCOCC2)nc1)c1cccs1 | 17.3 | -0.4
COc1ccc(C2=NC(=O)/C(=C\c3cc(OC)c(OC)c(OC)c3)O2)cc1 | 3.1 | -0.9
O=C(CSc1ccc2ccccc2c1)NCCc1ccc(O)c(O)c1 | 20.7 | 0.2
Cc1noc(C)c1NC(=O)Nc1ccc2c(c1)C(=O)N([C@H](C)CO)C[C@H](C)[C@@H](CN(C)C(=O)NC(C)C)O2 | 3.5 | x
CC(C)(C)OC(=O)N1CCC(c2cc(=O)n3[nH]c(-c4ccc(Cl)cc4)cc3n2)CC1 | 11.0 | -1.0
Cc1c(C(c2cc(O)ccc2Cl)c2c(C)n(C)n(-c3ccccc3)c2=O)c(=O)n(-c2ccccc2)n1C | 7.7 | 0.9
CCN(CC)C(=O)c1ccc(Cn2cc([N+](=O)[O-])cn2)o1 | 35.0 | 0.1
CC1(C(=O)OCC(=O)Nc2ccc3ccccc3c2)CC1(Cl)Cl (configuration not stated) | 41.2 | 1.2
C[C@]12c3[nH]c4ccc(Cl)cc4c3CCN1C(=O)[C@@H](CC(=O)NCc1cccc(C(F)(F)F)c1)C[C@@H]2C(=O)N1CCCCC1 | 4.7 | x
COc1ccc(C2C3=C(CC(C)(C)CC3=O)Nc3c2c(=O)n(C)c(=O)n3C)cc1OC (configuration not stated) | 14.4 | -0.7
COc1ccc(C(CCNCc2ccc(N(C)C)cc2)c2ccccc2)cc1 (configuration not stated) | -2.9 | -0.8
Cc1ccc[n+](-c2nc([O-])sc2/C=N/Nc2ccc([N+](=O)[O-])cc2)c1 | 22.9 | -0.4
COCCCNC(=O)CCc1nc2cccnc2n1Cc1ccc(OC)cc1 | 12.4 | 0.9
CN(CC(=O)Nc1ccc(F)cc1)C(=O)CCc1nc2ccccc2c(=O)[nH]1 | 2.7 | -0.8
CCOc1ccc(-c2nc(C#N)c(N3CCN(CC)CC3)o2)cc1 | 12.0 | 1.0
Cc1ccc(S(=O)(=O)CC(=O)Nc2ccccn2)cc1 | 5.2 | -0.8
Cc1ccc(-c2cc(C(=O)NCc3ccco3)c3ccccc3n2)o1 | 67.0 | -3.5
c1ccc(-n2ncc3c(NCCN4CCCCC4)ncnc32)cc1 | 26.9 | 22.6
Cc1ccc(Nc2nc(N3CCOCC3)nc(N3CCOCC3)n2)cc1 | 6.6 | -0.2
Cc1cccnc1CC(C)NC(=O)c1cc(COc2cncc(Cl)c2)on1 (configuration not stated) | 21.2 | -0.7
CN(C(=O)c1ccccc1-c1ccccc1C(=O)O)c1ccccc1 | 10.6 | -0.5

Whole records from above. Values in the order: OX1R antag	STK33 inh
CC(C)Oc1ccc(/C=C/C(=O)NCC2COc3ccccc3O2)cc1 (configuration not stated) in the list: 11.5	-1.3
COCCNC(=O)c1cc(S(=O)(=O)N(C)c2ccccc2OC)ccc1C in the list: 15.2	-0.3
O=S(=O)(c1ccccc1)N(CC(O)CN1CCOCC1)c1ccccc1 (configuration not stated) in the list: 8.8	0.2
CCN(CC)S(=O)(=O)c1ccc(NCCCn2ccnc2)c([N+](=O)[O-])c1 in the list: 4.0	-0.6

Next part:
SMILES | OX1R antag | STK33 inh
COc1ccc(C[C@@H]2CN3C(=NC[C@@H]3C)N2CCNC(=O)c2ccc(C)c(Br)c2)cc1 | 7.2 | -0.7
O=C(c1cc(-c2cccnc2)nc2ccc(Br)cc12)N1CCN(c2ncccn2)CC1 | 19.8 | -3.4
Cn1nnnc1Sc1ncnc2scc(-c3ccc(Cl)cc3)c12 | 11.2 | -1.3
Cc1cc(=O)n2nc(N3CCC(C(=O)N4CCN(c5ccccc5)CC4)CC3)sc2n1 | -0.6 | -0.2
O=S(=O)(Cc1ccccc1)Nn1cnnc1 | 12.9 | -0.6
O=C(Nc1ccccc1)[C@@H]1CCCN1S(=O)(=O)c1ccc(Cl)cc1 | 62.1* | -1.4
CCn1c(SCC(=O)Nc2ccccc2)nc2nc3c(cc2c1=O)COC(C)(C)C3 | 3.2 | -0.9
CCCNC(=O)c1cccc(Br)c1 | 17.9 | -0.6
C/C(=N\NC(=O)C(C)Oc1ccc([N+](=O)[O-])cc1)c1ccccn1 (configuration not stated) | 6.6 | -1.1
Nc1ccc(N2CCCC2)c(S(=O)(=O)Nc2cccc(C(F)(F)F)c2)c1 | 5.8 | -0.8
Cc1nnc(N(Cc2ccco2)C(=O)c2cccc(C#N)c2)s1 | 20.6 | 0.4

From PubChem BioAssay
